M1 ag: agonists of human M1 muscarinic receptor; CHO-K1 hM1, Fluo-8 calcium fluorescence, agonist mode; 0% DMSO, 100% acetylcholine EC100; activation, % at 3 µM; hit rate 0.33% among 360,000;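 active means activation above the run's mean compound activation plus 3 SD, cut at about 16% in these data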;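 further: peak over basal fluorescence ratio within a 140 s kinetic read after compound addition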
CHRM1 antagonist: human CHRM1 antagonism; P11229; CHO-K1 hM1, Fluo-8 calcium fluorescence, ACh EC80 antagonist; inhibition, % at 3 µM; hit rate 1.3% among 360,000;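 active means percent inhibition above its own plate's cutoff, namely the mean of that plate's compound wells plus 3 SD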;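 further: peak over basal fluorescence ratio during 140 s after agonist addition; 0% = ACh EC80 plus DMSO and 100% = DMSO alone without agonist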
OXTR ag: human OXTR agonism; P30559; CHO-OTR cells, Fluo-8 calcium fluorescence; normalized: DMSO 0%, oxytocin 100%; activation, % at 3 µM; hit rate 0.32% among 320,000; AID 2435;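 active means activation above the mean of all tested compounds plus 3 SD, cutoff set per screening run, cut at about 20% in these data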;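 further: peak over basal fluorescence ratio from a 100 s FLIPR kinetic read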
TAAR1 antagonist: antagonists of human TAAR1 | Q96RJ0 | hit rate 1.5% among 360,000 | CHO RD-HGA16 TAAR1, Fluo-8 calcium fluorescence, antagonist | inhibition, % at 3 µM | AID 624466;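 active means inhibition above a per-plate cutoff, the mean inhibition of test compounds on that plate plus 3 SD, cut at about 49% in these data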;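 further: 0% = DMSO plus EC80 beta-PEA response and 100% = DMSO alone without agonist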
Target sequence (Q96RJ0 whole entry, looked up): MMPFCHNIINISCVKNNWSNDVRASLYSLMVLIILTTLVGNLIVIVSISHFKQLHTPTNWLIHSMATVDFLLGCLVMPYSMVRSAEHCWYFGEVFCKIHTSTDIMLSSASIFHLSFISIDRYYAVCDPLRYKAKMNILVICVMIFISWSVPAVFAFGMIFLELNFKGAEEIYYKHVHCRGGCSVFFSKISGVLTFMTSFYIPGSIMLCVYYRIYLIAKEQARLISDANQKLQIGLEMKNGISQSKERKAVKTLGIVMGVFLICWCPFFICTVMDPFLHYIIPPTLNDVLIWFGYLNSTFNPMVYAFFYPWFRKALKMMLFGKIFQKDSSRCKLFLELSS
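Assay system: CHO-derived RD-HGA16 cells stably expressing human TAAR1 plus Gα16. Timing: 140 s kinetic read after compound, 140 s after agonist. Technique: kinetic Fluo-8 calcium fluorescence measurement. Measure: % inhibition of agonist calcium response.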
TAAR1 ag: human TAAR1 agonism. Q96RJ0. CHO RD-HGA16 TAAR1, Fluo-8 calcium fluorescence; vehicle wells 0%, saturating PEA agonist 100%. activation, % at 3 µM. hit rate 0.99% among 360,000. AID 624467;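 active means activation above the mean activation of all test compounds in the run plus 3 SD, cut at about 38% in these data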
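Test system: RD-HGA16 (CHO) cells co-expressing Gα16 and hTAAR1 / Benchmarks: DMSO vehicle as 0%, PEA at EC100 as 100% / Repeats: no replicates (n 1) / Measure: % activation from peak over basal fluorescence ratio, DMSO-to-PEA scaled / Timing: 17-24 h plating, Fluo-8 75 min 37 °C, 30 min RT / Technique: kinetic Fluo-8 calcium fluorescence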
V1aR counter: counter-screen for oxytocin receptor agonists: human V1a receptor agonists. CHO-V1R cells, Fluo-8 calcium fluorescence, agonist mode; 0% DMSO, 100% 3 nM vasopressin. activation, % at 3 µM. hit rate 0.25% among 320,000;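 active means activation above the mean activation of all tested compounds plus 3 SD, per screening run, cut at about 20% in these data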;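 further: signal is peak over basal fluorescence ratio across a 100 second FLIPR read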
Target sequence (P37288 whole entry, looked up): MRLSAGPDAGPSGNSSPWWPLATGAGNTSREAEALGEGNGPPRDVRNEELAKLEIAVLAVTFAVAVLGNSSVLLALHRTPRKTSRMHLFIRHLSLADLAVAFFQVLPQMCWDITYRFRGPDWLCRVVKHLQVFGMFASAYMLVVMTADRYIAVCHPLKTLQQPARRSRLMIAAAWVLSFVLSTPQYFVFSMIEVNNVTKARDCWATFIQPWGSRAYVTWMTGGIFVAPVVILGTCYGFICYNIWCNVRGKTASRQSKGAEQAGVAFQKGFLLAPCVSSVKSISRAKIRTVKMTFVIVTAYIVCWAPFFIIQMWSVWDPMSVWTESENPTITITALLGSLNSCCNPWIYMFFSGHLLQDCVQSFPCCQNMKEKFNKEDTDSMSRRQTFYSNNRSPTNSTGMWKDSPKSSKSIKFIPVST
CHO parental Ca: signal in parental CHO cells, OX1R antagonist counter-screen; inhibition, % at 5.6 µM; parental CHO-K1, ATP-induced calcium, Fluo-8 fluorescence; hit rate 0.63% among 330,000;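 active means inhibition above that plate's mean sample inhibition plus 3 SD, cut at about 26% in these data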;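 further: 0% = ATP-challenged DMSO wells and 100% = DMSO wells without ATP; some compounds past the cut are filed as inactive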
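Assay system: untransfected parental CHO cell line. Also added: ATP agonist challenge. Dosing: one dose, 5.6 µM nominal. Measured by: Fluo-8 fluorescence. Read-out: % inhibition. Benchmarks: ATP wells versus no-ATP DMSO wells. Repeats: no replicates.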
M1 PAM: potentiates human M1 receptor response to acetylcholine; P11229; CHO-K1 hM1, Fluo-8 calcium fluorescence, ACh EC20; 0% = ACh EC20, 100% = maximal ACh; activation, % at 3 µM; hit rate 0.088% among 360,000; AID 588819; in the data active means activation above about 19%, passing the limit was not always enough
OXTR potentiate: human OXTR potentiation; P30559; CHO-OTR cells, Fluo-8 calcium fluorescence, potentiator mode; 0% = oxytocin EC15, 100% = EC100; activation, % at 3 µM; hit rate 0.061% among 320,000;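 active means activation above that plate's cutoff, the mean activation of tested compounds plus 3 SD, cut at about 6.6% in these data, passing the limit was not always enough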;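 further: 100% uses oxytocin at 75 nM as the full agonist control; some results filed as inactive read as strong as hits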
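System: human OTR in CHO cells / Also added: sub-maximal oxytocin, roughly EC15 / Control set: EC15 oxytocin low, 75 nM oxytocin high / Schedule: 6 min compound pre-incubation at room temperature, 100 s kinetic read / Compound: single-point 3.0 µM / Replication: singlicate / Technique: Fluo-8 calcium dye fluorescence / Read-out basis: % activation of max/min ratio relative to oxytocin controls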
Active calls of the source: *; x = no result given.

Fields – CHRM1 antagonist	V1aR counter	CHO parental Ca	M1 ag	TAAR1 antagonist	OXTR potentiate	M1 PAM	TAAR1 ag	OXTR ag
> CCOC(=O)C(NC(=O)c1ccccc1Cl)(Nc1sc2c(c1C(N)=O)CCC2)C(F)(F)F (stereo not drawn)
→ -7	x	x	-4	-8	x	2	5	x
> COc1cc(O)c(C(CCN2CCN(c3ccccc3)CC2)c2ccc(N(C)C)cc2)c(OC)c1 (stereo not drawn)
→ -1	2.3	-1	-4	-5	-4	2	8	3.1
> CC1COc2ccccc2N1S(=O)(=O)c1cc(Cl)ccc1Cl (stereo not drawn)
→ -16	1.2	-5	-8	-5	-8	7	6	-1.8
> COCCNC(=O)/C(C#N)=C/c1c(N2CCN(c3ccccc3)CC2)nc2ccccn2c1=O
→ 1	2.3	-10	-3	21	-10	-2	10	-0.7
> O=C(CSC(=S)N1CCOCC1)Nc1ccc(S(=O)(=O)Nc2ncccn2)cc1
→ 5	0.5	-1	1	-18	-3	3	1	0.6
> O=C(CCNS(=O)(=O)c1ccccc1C(F)(F)F)NCCCc1ccccc1
→ 7	0.8	-5	-4	-21	-5	1	15	0.9
> CC1CN(Cc2nc3c(c(=O)n(C)c(=O)n3C)n2CCN2CCOCC2)CC(C)O1 (stereo not drawn)
→ 14	x	x	-4	3	x	-2	0	x
> COC(=O)c1ccc2c(C)c(C(C)(C)O)[nH]c2c1
→ -20	7.2	-5	-2	8	5	6	5	3.9
> N/C(=N\S(=O)(=O)c1ccc(Cl)s1)c1ccccc1
→ -12	0.7	-10	1	5	-8	9	12	0.8
> CC1CCCCC1NC(=O)/C(C#N)=C/c1ccc(OCC(N)=O)cc1 (stereo not drawn)
→ -3	1.1	1	-5	-11	-1	3	15	0.5
> Cc1ccc(CCNC(=O)C2CCN(S(=O)(=O)N3CCOCC3)CC2)cc1
→ 0	2.0	1	1	-12	-6	9	7	2.0
> N#CC1(NC(=O)COc2ccc3oc4ccccc4c3c2)CCCCC1
→ 0	0.5	0	-8	-5	-4	1	18	-0.3
> N#CCCN1CCN(Cc2cc(-c3ccccc3)ccc2O)CC1
→ -6	1.4	-17	-6	-15	-17	8	5	2.4
> COc1ccc(NC(=S)N2CCCCC2c2cccnc2)cc1 (stereo not drawn)
→ 6	1.1	6	-3	0	-8	-1	0	-0.5
> CCC(Sc1nc(=O)cc(N)n1CCc1ccccc1)C(=O)Nc1ccccc1C#N (stereo not drawn)
→ -1	-0.3	-3	-4	15	-5	4	7	-1.9
> Cc1ccsc1C(=O)Nc1n[nH]c(C(F)(F)F)n1
→ -14	0.9	10	1	-11	-2	12	0	-0.6
> COc1ccc(C(=O)O)cc1S(=O)(=O)Nc1cc(Cl)ccc1N1CCOCC1
→ -9	0.3	-4	-1	-33	-6	10	0	-0.4
> Cc1cc(C)c(C)c(S(=O)(=O)NC(C(=O)O)C(C)C)c1C (stereo not drawn)
→ -4	0.5	-8	-4	-1	-2	6	4	0.0
> CSc1ccccc1NC(=O)Cn1nnc(-c2ccc(S(C)(=O)=O)cc2)n1
→ 2	0.8	-2	-5	2	9	-4	7	0.6
> C=CCn1c(SCc2ccc3c(c2)OCO3)nc2scc(-c3ccco3)c2c1=O
→ -9	-0.7	-7	0	10	-3	8	1	0.5
> CCOc1ccc(S(=O)(=O)Nc2ccc(C(=O)NN)cc2)cc1
→ 5	1.1	3	-1	-40	-6	1	4	0.1
> O=C(NCCOC(=O)c1cccs1)c1cccnc1
→ 5	-0.6	-2	-1	-2	-8	1	1	0.3
> CCOc1ccccc1NC(=O)CN1CCC(NC(=O)Nc2ccccc2)CC1
→ -8	3.8	-15	-3	-9	-8	11	1	0.9
> O=C(CSCc1ccccc1)NNc1c(F)c(F)cc(F)c1F
→ -2	-0.8	-8	-6	-13	-10	2	-2	-1.9
> CC(C)N1CCC1(C)C(=O)Nc1ccc(-n2cccc2)cc1 (stereo not drawn)
→ -12	x	x	-9	19	x	7	-1	x
> Cc1ccc(CCNC(=O)Cn2cccc2)cc1
→ -6	-0.8	-6	-4	16	-3	5	1	-0.5
> C/C=C/C=C/C(=O)N1CC[C@]23c4ccccc4N[C@H]4N(C)c5cccc6c5[C@]42CCN([C@H]6C2OC2(C)C)[C@H]13 (stereo partly drawn)
→ -11	-1.4	-24	-3	-31	-1	7	-2	-2.4
> Cc1ccnc(N2CCC(C(=O)NC3CCCCCC3)CC2)n1
→ -3	1.8	-14	-5	0	2	5	8	0.2
> c1ccc2c(c1)CCOC2CNCCCN1CCCCC1 (stereo not drawn)
→ -1	x	x	-3	-2	x	2	29	x
> OCC1(Cc2cccc(C(F)(F)F)c2)CCN(Cc2cc(F)cc(F)c2)CC1
→ -1	0.4	-19	-6	-45	1	0	4	0.8
> Cc1ccc(NC(=O)C2CCN(S(=O)(=O)c3ccc4ccccc4c3)CC2)nc1
→ -2	x	x	-5	6	x	-3	5	x
> CNC(=O)c1cc(S(=O)(=O)N2CC(C)OC(C)C2)ccc1N1CCCCC1 (stereo not drawn)
→ -18	x	x	-1	0	x	18	0	x
> O=C(Nc1ccc2c(c1)oc1ccccc12)c1ccc2c(c1)OCO2
→ 2	1.0	4	-3	10	-1	2	3	2.5
> O=C(CN1C(=O)/C(=C\c2cccc(Br)c2)Oc2ccccc21)NCCCN1CCOCC1
→ 3	11	-16	-2	-14	-11	1	0	9.2
> CCOC(=O)C1CCCN(S(=O)(=O)NC[C@H]2O[C@@H](n3cnc4c(N)ncnc43)[C@H](O)[C@@H]2O)C1 (stereo partly drawn)
→ -6	0.9	16	-3	-2	2	3	1	1.5
> O=C(c1cnn2c(C(F)(F)F)cc(-c3ccccc3)nc12)N1CCCCC1c1cccnc1 (stereo not drawn)
→ -7	-1.4	-25	-8	-8	-3	1	5	-1.2
> CCCOc1ccc(C2/C(=C(/O)c3ccccc3)C(=O)C(=O)N2CCCN(C)C)cc1OC (stereo not drawn)
→ -20	0.0	-3	-3	4	-5	5	9	-0.2
> Cc1ccc(CN2CCN(Cc3ccon3)CC2CCO)cc1 (stereo not drawn)
→ -1	0.7	-9	-9	2	2	5	8	1.1
> COc1ccc(N2CCN(C(CNC(=O)C(=O)NCc3cccs3)c3ccco3)CC2)cc1 (stereo not drawn)
→ -15	0.8	-9	-1	-27	-6	11	5	-0.5
> NS(=O)(=O)c1ccc2nc(NC(=O)c3ccc4ncsc4c3)sc2c1
→ -7	1.0	-9	-2	x	-1	3	x	0.0
> CCN(CC)C(=O)C1=C(C)N(Cc2ccc(OC)cc2)C(=O)C(CC(=O)NCc2cccs2)C1 (stereo not drawn)
→ -14	x	x	-5	-10	x	7	-1	x
> C/C(=N\NC(=O)CSc1nc(C)cc(C)n1)c1ccc2c(c1)OCCO2
→ 7	0.0	-15	-7	11	-6	-4	3	-1.2
> CCOC(=O)N1CCC(NC(=O)c2ccc3c(c2)N(Cc2ccc(F)cc2)CCS3)CC1
→ -2	-1.1	-19	-5	45	-4	-3	-1	-2.0
> Cc1ccc(Nc2nc(C(=O)NCc3ccco3)cs2)cc1
→ 0	-0.2	-15	-6	22	-6	4	0	-1.6
> Fc1cccc(F)c1CN1CCN(c2ncccn2)CC1
→ -1	-0.3	-8	-7	22	-4	2	6	-0.1
> Cn1ccnc1/C(=N\NC(=O)c1ccccc1)c1cccc([N+](=O)[O-])c1
→ 2	-1.8	-10	-2	4	-19	4	-1	-1.0
> Oc1ccc(N2CCN(C(=S)NCc3ccccc3)CC2)cc1
→ 20	1.9	13	-2	24	-9	-23	5	2.3
> COc1cc2c(=O)n(-c3ccc(C)cc3)c(=O)n(CC(=O)c3ccc4c(c3)OCO4)c2cc1OC
→ -31	0.6	-24	-1	-2	-10	4	4	2.5
> C=C1C(=O)C2=CC1CCC(=O)C1(C)CCC(OC(C)=O)C(C)(C)C1CC2O (stereo not drawn)
→ -1	x	x	-3	10	x	1	2	x
> CCOC1=C2[C@H](c3ccccc3)N(S(=O)(=O)c3ccc(C)cc3)C(C(C)(C)C)[C@H]2n2c(=O)n(-c3ccccc3)c(=O)n2C1 (stereo partly drawn)
→ 2	x	x	-1	-1	x	0	-1	x
> N#CC1=C(N)N2C(=C(C#N)C1c1ccccc1)Sc1ccccc12 (stereo not drawn)
→ x	2.3	0	x	x	-8	x	x	1.7
> Cc1cc(S(=O)(=O)N2CCCOC2CNC(=O)C(=O)NCCCN2CCOCC2)ccc1F (stereo not drawn)
→ 5	-0.5	-5	-4	-10	-4	-1	-1	-0.8
> Cc1cc(NC(c2cccnc2)c2ccc3cccnc3c2O)no1 (stereo not drawn)
→ 6	-0.8	-16	-6	-17	-6	-3	3	-1.2
> Cc1ccc2oc(-c3ccc(NC(=O)c4ccncc4)cc3O)nc2c1
→ 0	0.0	20	-4	18	-15	5	0	1.2
> CN1Cc2ccccc2CC1CNCc1c(C(=O)N2CCCC2)nc2ccccn12 (stereo not drawn)
→ 0	0.0	-12	-9	1	-12	8	1	0.2
> Oc1ccccc1C=NCC(O)c1ccccc1 (stereo not drawn)
→ -4	0.3	3	-3	12	10	6	0	2.7
> COc1ccc2cc(CN(Cc3ccco3)C(=S)NCC3CCCO3)c(=O)[nH]c2c1 (stereo not drawn)
→ -4	0.3	-16	-8	5	-4	14	4	1.0
> Cc1oc(CSCCSCc2cc(C(=O)O)c(C)o2)cc1C(=O)O
→ -9	0.4	2	-2	-19	-9	6	3	-0.8
> COC(=O)c1nn(C23CC4CC(CC(C4)C2)C3)c2c1C(=O)N(c1ccc(F)cc1)C2=O
→ -6	2.9	-8	-4	9	-15	5	11	0.0
> Cc1cc(C)cc(C(=O)NCC(=O)N2CCN(c3cccc(Cl)c3)CC2)c1
→ -8	-1.2	-16	-6	3	-14	4	-4	-2.1

3 structures from above, arranged by molecular weight, largest number first.
Fields – CHRM1 antagonist	V1aR counter	CHO parental Ca	M1 ag	TAAR1 antagonist	OXTR potentiate	M1 PAM	TAAR1 ag	OXTR ag
> c1ccc2c(c1)CCOC2CNCCCN1CCCCC1 (stereo not drawn)
→ -1	x	x	-3	-2	x	2	29	x
> O=C(NCCOC(=O)c1cccs1)c1cccnc1
→ 5	-0.6	-2	-1	-2	-8	1	1	0.3
> Cc1ccc(CCNC(=O)Cn2cccc2)cc1
→ -6	-0.8	-6	-4	16	-3	5	1	-0.5

Compound activity as filed in PubChem BioAssay.
